Assay outcomes as filed in PubChem BioAssay.
sdo1 growth: compounds rescuing growth of sdo1-depleted yeast, bone marrow failure model; z-score at 10 µM; S. cerevisiae sdo1-depleted JHY4D growth rescue, OD600 30 h; hits give high values; pdr5 snq2 efflux-pump mutant strain; hit rate 0.21% among 140,000;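 active = z-score above 3 at both the 24 hr and the 30 hr optical density reads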;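 also: z-score against mean and SD of all compound wells on the same plate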
INS promoter inh: TRM-6 insulin promoter activity inhibition | TRM-6 cells (human fetal islet line), insulin promoter-eGFP reporter, imaging; reporter expression induced with tamoxifen | inhibition, % at 2 µM | hit rate 0.9% among 130,000 | AID 1273;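 active = inhibition above the mean plus 3 SD, with well images judged a real hit on visual review, cut at about 60% in these data, passing the limit was not always enough; inconclusive = inhibition over the cutoff but images rejected on review; inactive = inhibition not above the cutoff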
sdo1 growth Rescue 24 h: further read-out of sdo1 growth, marked with its call; z-score; S. cerevisiae sdo1-depleted JHY4D growth rescue, OD600; measured here: growth rescue at 24 h;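 0 is the plate mean of compound wells and units are plate SD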
The depositor's hits bear a star; ? = inconclusive; . = no result given.

Each structure is followed by: INS promoter inh, sdo1 growth Rescue 24 h, sdo1 growth
> Cc1onc(-c2c(Cl)cccc2Cl)c1C(=O)Nc1ccc2c(c1)OCO2
    ., 0.12, -0.33
> O=C(Nc1nnc(-c2ccc3c(c2)OCCO3)o1)c1ccc(Cc2ccccc2)cc1
    ., 0.24, -1.07
> O=C1CCCC(O)=C1C1C2=C(CCCC2=O)Oc2ccccc21 (stereo not given)
    50.0, 0.58, 0.94
> CC(C)C(NC(=O)c1c(F)cccc1F)C(=O)NCC(c1ccccc1)N(C)C (stereo not given)
    -21.4, ., .
> CNC(=O)/C=C1\NC(C)(C)Cc2ccccc21
    ?, -0.72, -0.79
> CC(C)c1nnc(NC(=O)C2CCN(c3nc4ccccc4s3)CC2)s1
    ., -0.57, -1.23
> CC(C)(C)C(=O)NC1CCN(S(=O)(=O)c2ccccc2F)CC1
    42.9, 0.01, 0.29
> COc1ccc(NC(=O)C2CCN(C(=O)NCc3ccccc3)CC2)cc1
    ., -1.12, -0.5
> CC1=C/C(=N\N=C2\NC(=O)C(CC(=O)Nc3ccccc3F)S2)CC(C)(C)C1 (stereo not given)
    -21.4, ., .
> Cc1cc2c(c(SCC(=O)Nc3ccc(C)c(C)c3)n1)C(=O)OC2
    -47.1, ., .
> COc1cc(CN2CC(C)OC(C)C2)cc(OC)c1 (stereo not given)
    7.7, ., .
> COc1ccc(NC(=O)Nc2cccc([N+](=O)[O-])c2)cc1Cl
    ., -0.91, -0.15
> O=C(CSc1nnc2c(Cl)cc(C(F)(F)F)cn12)NCc1ccc(F)cc1
    25.0, 0.32, 0.49
> COc1ccc(C(=O)/C=C/c2ccc(O)cc2)c(O)c1CC=C(C)C
    14.3, -1.22, -1.33
> CC(C)OC(=O)CSc1nnc(-c2ccco2)n1N
    52.4, -0.83, -0.53
> CN(C)c1ccnc(N(Cc2ccccc2)Cc2ccccc2)c1C#N
    17.4, -0.45, -0.92
> Cc1cc(C)nc(Nc2n[nH]c(-c3cccc4ccccc34)n2)n1
    -54.3, -0.37, -1.25
> Cc1nn(-c2ncc(C(F)(F)F)cc2Cl)c(=O)n1-c1ccccc1
    -8.3, -0.57, 0.07
> Cc1cccc(C)c1N1CC(=O)N(c2c(C)cccc2C)CC1=O
    -7.9, 0.02, 1.02
> O=c1[nH]c2c(c3c1CCCC3)CCCC2
    ., 0.27, 0.04
> Cc1ccc(S(=O)(=O)Nc2nc(C)cc(N/N=C/c3ccc(O)cc3)n2)cc1
    ., 1.37, 1.53
> COC(=O)CN(C#N)c1nc(OC)nc(N(C)C)n1
    ., 0.12, 0.46
> COc1ccc(S(=O)(=O)N2CCCCC2)cc1NC(=O)CN1CCN(C(C)=O)CC1
    45.5, ., .
> CCc1cn([C@H]2C[C@H](O)[C@@H](CO)O2)c(=O)[nH]c1=O
    -27.3, -0.91, 0.38
> CCOC(=O)N1CCN(c2cc(N3CCOCC3)c(F)cc2[N+](=O)[O-])CC1
    -79.0, ., .
> C/C(CC(=O)NCc1ccco1)=N\NC(=O)Cc1ccc(-c2ccccc2)cc1
    -26.5, 1.36, 1.2
> O=C1NCCN(Cc2cccc(Oc3ccccc3)c2)C1CC(=O)N1CCCCO1 (stereo not given)
    -55.0, ., .
> C/C(=N\NC(=O)C(NC(=O)c1ccccc1)C(C)C)c1ccccc1 (stereo not given)
    ., -0.76, -0.28
> CCOc1ccccc1C(=O)OCC(=O)Nc1cc(Cl)ccc1Oc1ccccc1
    ., -1.07, -0.68
> Clc1ccccc1-c1ncnc2ccc(Br)cc12
    6.2, ., .
> COc1ccc(NC(=S)N(CCCN2CCCC2)Cc2cccs2)cc1
    -21.9, 1.15, 1.37
> COc1ccc(C(=O)C(C)N(C(=O)c2ccc(Cl)cc2Cl)N2C(=O)C3C4C=CC(C4)C3C2=O)cc1 (stereo not given)
    -75.9, -0.88, -1.04
> Oc1ccccc1/C=N/n1c(-c2cccs2)n[nH]c1=S
    ., -0.6, -0.67
> O=[N+]([O-])c1ccccc1/C=C\C=N\N1CCN(c2ccccc2)CC1
    ?, ., .
> O=C(CN(Cc1ccccc1)S(=O)(=O)c1ccccc1)N/N=C/c1ccc2c(c1)OCO2
    29.2, -1.92, -1.46
> O=C(NC1CCCCC1)Oc1cccc2ccccc12
    -23.1, ., .
> Cc1ccc(-c2nn(C)c(=O)c3ccccc23)cc1CNC(=O)CSc1nc2ccccc2o1
    ., 0.1, 0.11
> O=C(OC(C(=O)NCC1CCCO1)c1ccccc1F)c1ccco1 (stereo not given)
    -38.2, -0.27, 0.12
> O=C(O)CCN(CCC(=O)O)S(=O)(=O)c1ccccc1
    -38.7, -0.95, -0.36
> COCc1cc(Sc2c(Cl)cccc2Cl)nc(-c2ccccc2)n1
    3.5, -0.54, -0.23
> O=C(c1ccco1)N(CCO)Cc1cc2cc3c(cc2[nH]c1=O)OCO3
    22.2, ., .
> O=C(NCC(=O)N(CC1CCCO1)C(C(=O)NC1CCCCC1)c1cccnc1)c1cccs1 (stereo not given)
    -91.7, ., .
> CNC(=S)N(CCc1ccccc1)Cc1cc2cc(OC)c(OC)cc2[nH]c1=O
    62.5*, 0.33, 1.42
> NC(=O)C(CC(=O)O)NC(=O)[C@@H]1CCCNc2c(I)cc([N+](=O)[O-])cc2C(=O)N[C@@H](CO)C(=O)N[C@@H](Cc2ccc(O)cc2)C(=O)N1 (stereo not given in full)
    -10.0, 0.21, 0.28
> CCOc1ccc2ccccc2c1/C=N/NC(=O)CC1(C)OCCCO1
    0.0, 0.78, 0.51
> COc1ccc(NC(=O)CC2C(=O)N(c3ccccc3)C(=O)N2Cc2ccco2)cc1 (stereo not given)
    -58.3, ., .
> CCCn1c(C)cc(/C=C(\C#N)C(=O)OCC(=O)NC(=O)NC(C)(C)C)c1C
    51.4, -0.2, -0.29
> CCCCOCCCNC(=O)c1ccc(OCC)cc1
    -68.8, 1.1, 1.3
> O=c1c2ccccc2nc(SCc2cn3ccsc3n2)n1-c1ccccc1F
    -3.0, -0.63, -1.16
> COc1ccc(C2Cc3ccccc3C(=O)O2)cc1 (stereo not given)
    46.1, -0.17, -0.29
> Cc1ccc2nc(N(CCCN(C)C)C(=O)c3sc4ccccc4c3Cl)sc2c1
    38.7, -1.44, -1.6
> Cc1cc(OCCOc2cccc3cccnc23)c(C)cc1Cl
    4.2, -0.75, -1.07
> CS(=O)(=O)Nc1ccc(C2=NN(C(=O)c3ccco3)C(c3ccccc3)C2)cc1 (stereo not given)
    3.6, 1.3, 1.09
> CC1CCCCN1C(=O)Cn1c(=O)n(CCC(=O)NCc2ccco2)c(=O)c2sccc21 (stereo not given)
    ., 1.25, 1.42
> COc1cccc(OC)c1C(=O)N1CCN(c2ccccn2)CC1
    50.0, -0.08, 0.12
> COc1ccccc1NC(=O)CSc1nc(O)c(Cc2ccccc2)c(=O)[nH]1
    3.1, -0.14, -0.13
> N#CC1(C#N)COC23CCCCC2C1(C#N)C(=N)O3 (stereo not given)
    27.0, 0.42, 0.71
> Cc1cccc(NC(=O)C2(c3ccc([N+](=O)[O-])cc3)CCCC2)c1
    -25.0, 9.68*, 6.45*
> Cc1cccc(Nc2nc3ccccc3n3nnnc23)c1
    -25.0, ., .
> CCOC(=O)c1nc2ccccc2nc1C
    -129.0, -0.52, 0.33

Continuation:
Each structure is followed by: INS promoter inh, sdo1 growth Rescue 24 h, sdo1 growth
> O=C(CN(C1CC1)S(=O)(=O)c1ccc(S(=O)(=O)N2CCCCCC2)cc1)Nc1ccccc1
    -31.2, -0.21, -0.97
> C=CCn1c(CNC(=O)c2cccs2)n[nH]c1=S
    -23.3, 0.14, 0.17
> Cc1ccccc1NC(=S)NC(C)C(c1ccccc1)N1CCN(C)CC1 (stereo not given)
    60.0, ., .
> CCOC(=O)CN1CC23C=CC(O2)C(C(=O)N2CCN(c4ccc(F)cc4)CC2)C3C1=O (stereo not given)
    ., -0.5, 0.26
> CN(Cc1ccco1)S(=O)(=O)c1ccc2c(c1)CCN2C(=O)CCC(=O)O
    -105.6, -0.67, -0.73
> Cc1ccc(NCc2nnc(SCC(=O)c3ccccc3)n2Cc2ccco2)c(C)c1
    ., -1.1, 0.03
> COC(=O)c1ccc(NC(=O)N2CCC(O)(c3cccnc3)CC2)cc1
    54.0, 2.22, 1.45
> CCC(=O)c1cc2c(cc1NC(=O)c1ccccc1)OCCO2
    ., 0.04, -0.48
> Cc1cc(/C=N/NC(N)=O)c(C)n1C1CCCCC1
    10.5, ., .
> C=CCOC(=O)C1CC=CCC1C(=O)Oc1ccc(F)cc1F (stereo not given)
    -63.6, -0.68, -0.71
> CC1(NC(=O)COc2ccccc2-c2ccccc2)CCS(=O)(=O)C1 (stereo not given)
    -53.3, -0.13, -0.53
> CC(C)CNc1nc(N)c([N+](=O)[O-])c(NCC2CCCO2)n1 (stereo not given)
    -4.0, -1.23, -1.37
> CCOc1ccc(N(CC(=O)NC2CCCC2)C(=O)CCCC(=O)Nc2ccccn2)cc1
    -5.7, 0.89, 0.62
> CC(C)(C)NC(=O)C1Cc2ccccc2CN1S(=O)(=O)c1ccc(F)cc1 (stereo not given)
    6.7, ., .
> CCN(CC)S(=O)(=O)c1ccc(NC(=O)c2ccccn2)cc1
    ., -0.86, -0.07
> COc1ccccc1NC(=S)N1CCc2cc(OC)c(OC)cc2C1
    10.2, -0.72, -0.28
> Cc1ccc(C(CCN)c2ccco2)cc1 (stereo not given)
    -12.5, -1.13, -0.28
> Cc1nccc2[nH]c(=O)c(C(=O)NCCCN(C)C3CCCCC3)cc12
    17.9, 0.55, 0.74
> CC(C)CCn1c(SCC#N)nc2c(sc3ccccc32)c1=O
    26.3, 0.63, -0.71
> COc1cccc2cc(C(=O)c3ccccc3)oc12
    45.0, ., .
> Cc1ccc(S(=O)(=O)Nc2c(C)n(C)n(-c3ccccc3)c2=O)cc1C(=O)OC(C)C(=O)N(C)c1ccccc1 (stereo not given)
    26.7, ., .
> Cc1ccsc1/C=N/n1cnc2sc(C)c(C)c2c1=O
    ., -1.17, -1.6
> CN(C)c1nc(N/N=C\c2ccc(Cl)c([N+](=O)[O-])c2)nc(Nc2ccc(F)cc2)n1
    42.9, ., .
> COC(=O)C(NNc1ccccc1)(NC(=O)c1cccc(F)c1)C(F)(F)F (stereo not given)
    16.7, 1, 0.35
> C=CCNC(=S)/N=c1/scc(C)n1C
    28.6, 0.25, 0.78
> O=C(O)c1ccc(N/N=C/c2ccc(-c3ccccc3)cc2)cc1
    -27.3, ., .
> O=C(O)C(Cc1c[nH]c2ccccc12)NS(=O)(=O)c1cccc2nsnc12 (stereo not given)
    ., -1.81, -0.34
> O=C(O)C(Cc1c[nH]c2ccccc12)NS(=O)(=O)c1ccc2ccccc2c1 (stereo not given)
    28.6, 0.85, 1.3
> O=C(Nc1cccc2nsnc12)c1cccnc1
    29.6, 0.58, 0.72
> CC(=O)N(C)C1=C(O)c2ccccc2C(=O)C1=O
    ., -0.64, 0.4
> O=C(NC1CCCCC1)C1CCN(S(=O)(=O)c2cccc3cccnc23)CC1
    ., -1.68, -0.68
> O=c1[nH]c(=O)n([C@H]2C[C@H](O)[C@@H](CO)O2)cc1C(F)(F)F
    -4.8, -0.62, 0.2
> CCCC(NC(=O)c1ccccc1)c1nc2ccccc2n1Cc1ccc(C(=O)OC)o1 (stereo not given)
    -17.5, -0.39, -0.05
> Cc1cccc(OCc2n[nH]c(=S)n2C2CCCCC2)c1
    ?, -1.29, -1.99
> O=c1c2oc3ccccc3c2[nH]c(=S)n1-c1ccccc1
    67.7, -0.43, 0.41
> CCn1cc(/C=N/O)c(C)n1
    ., 0.81, 0.83
> COc1ccc(-c2nc(CCl)cs2)cc1
    14.3, ., .
> Cn1c(CN2CCN(C(=O)c3ccccc3)CC2)nc2cc([N+](=O)[O-])ccc21
    22.9, 0.13, 0.79
> Cc1ccc2[nH]c3c(=O)n(CCCN4CCN(C)CC4)cnc3c2c1
    25.9, -0.47, 0.23
> CN(C)c1ccc(N=Nc2ccccc2C(=O)OCC(=O)N(C)C2CCCCC2)cc1
    9.7, -1.36, -0.91
> Cc1nc(SCC(=O)CC(=O)OC(C)C)c(C#N)c(C)c1C
    -29.7, -0.25, -1.4
> S=C(NCCc1ccccn1)Nc1ccc(Cl)cc1
    ., 1.03, 1.26
> CCN(CC)CCN(C(=O)c1ccc([N+](=O)[O-])cc1)c1nc2c(OC)cccc2s1
    -16.7, ., .
> CCOC(=O)c1sc2nc(CC(=O)OC)nc(NCc3ccc(F)cc3)c2c1C
    46.1, -0.2, -1.26
> O=S(=O)(Nc1ccc(Cc2ccncc2)cc1)c1cccs1
    12.5, -0.51, -0.43

Marked active in INS promoter inh, of those listed so far:
Each structure is followed by: INS promoter inh, sdo1 growth Rescue 24 h, sdo1 growth
> CNC(=S)N(CCc1ccccc1)Cc1cc2cc(OC)c(OC)cc2[nH]c1=O
    62.5*, 0.33, 1.42

Six of these compounds in a different format:
mol,INS promoter inh,sdo1 growth Rescue 24 h,sdo1 growth
O=C(NC1CCCCC1)C1CCN(S(=O)(=O)c2cccc3cccnc23)CC1,.,-1.68,-0.68
O=c1[nH]c(=O)n([C@H]2C[C@H](O)[C@@H](CO)O2)cc1C(F)(F)F,-4.8,-0.62,0.2
CCCC(NC(=O)c1ccccc1)c1nc2ccccc2n1Cc1ccc(C(=O)OC)o1 (stereo not given),-17.5,-0.39,-0.05
Cc1cccc(OCc2n[nH]c(=S)n2C2CCCCC2)c1,?,-1.29,-1.99
O=c1c2oc3ccccc3c2[nH]c(=S)n1-c1ccccc1,67.7,-0.43,0.41
CCn1cc(/C=N/O)c(C)n1,.,0.81,0.83
